Source: PubChem BioAssay (several laboratories)
FLuc act counter = FLuc activators, initial screening, artefact control for FLuc-dependent activation tests, biochemical, ATPlite luminescence; ATPlite luciferase biochemical, 10 min; 0 = ATP-free wells, 1 = DMSO control; Luciferin 4-monooxygenase (Photinus pyralis), P08659; activation factor at 10 µM; 200,000 tested, under 10 active;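 active means luciferase activation factor, scaled between plate controls, of at least 2 with compound at 10 µM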
Target sequence (P08659 whole entry, looked up): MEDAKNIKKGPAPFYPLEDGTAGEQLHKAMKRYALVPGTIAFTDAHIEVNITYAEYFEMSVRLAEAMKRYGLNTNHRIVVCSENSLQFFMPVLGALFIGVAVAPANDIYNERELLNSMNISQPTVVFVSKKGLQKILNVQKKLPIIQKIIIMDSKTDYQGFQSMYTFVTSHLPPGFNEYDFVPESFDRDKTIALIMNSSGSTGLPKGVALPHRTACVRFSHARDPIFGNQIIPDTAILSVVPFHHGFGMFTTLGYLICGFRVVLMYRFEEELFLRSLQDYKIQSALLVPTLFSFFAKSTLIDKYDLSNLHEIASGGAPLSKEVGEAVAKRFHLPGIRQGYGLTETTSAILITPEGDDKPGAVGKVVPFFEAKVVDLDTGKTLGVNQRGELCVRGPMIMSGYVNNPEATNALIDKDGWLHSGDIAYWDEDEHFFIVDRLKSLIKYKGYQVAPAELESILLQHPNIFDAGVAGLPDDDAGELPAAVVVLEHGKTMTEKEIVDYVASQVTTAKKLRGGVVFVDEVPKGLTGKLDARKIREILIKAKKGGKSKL
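Material: Luciferase/luciferin reagent mix; Doses: test compounds dosed from 2 mM stocks in 100% DMSO; Schedule: 10 min incubation after luciferase reagent addition, room temperature; Measured by: luminescence from luciferase reaction; Read-out: luminescence gain marking luciferase activators.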
STAT3 inh = IL-6 driven STAT3 reporter inhibitors, primary screen, U3A cells, luciferase, luminescence, MLSCN library; AID 862, 2007; 190,000 compounds, 0.89% hits; IL-6 STAT3-luciferase reporter; host cell line lacks STAT1; inhibition, % at 5.5 µM;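 active means inhibition above the mean inhibition across all screened compounds plus 3 SD, cut at about 44% in these data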;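 further: 0% = DMSO only wells and 100% = 100 µM nifuroxazide control wells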
ROMK primary = ROMK potassium channel modulators, primary screen, cell-based, thallium flux, MLSMR library; Tet-inducible ROMK, thallium flux fluorescence; actives lie on both sides; B-score at 10 µM; 130,000 compounds, 2% hits; AID 1918, 2009;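 active means signal ratio slope over the read window, or its plate-corrected B-score, at least 3 SD from the plate mean, either direction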;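 further: B-score of the F/F0 ratio slope over 7 to 12 s after thallium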
Target sequence (P48048 whole entry, looked up): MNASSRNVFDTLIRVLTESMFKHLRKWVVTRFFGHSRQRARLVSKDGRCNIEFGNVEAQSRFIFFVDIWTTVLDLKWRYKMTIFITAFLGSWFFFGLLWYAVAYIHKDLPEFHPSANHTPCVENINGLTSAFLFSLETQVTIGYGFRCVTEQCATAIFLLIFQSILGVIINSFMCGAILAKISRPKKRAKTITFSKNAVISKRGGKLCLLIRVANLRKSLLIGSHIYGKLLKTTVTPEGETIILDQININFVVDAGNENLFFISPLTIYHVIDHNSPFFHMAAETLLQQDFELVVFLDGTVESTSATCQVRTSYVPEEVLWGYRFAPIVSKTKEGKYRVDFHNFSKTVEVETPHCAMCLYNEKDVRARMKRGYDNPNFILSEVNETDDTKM
STAT1 act = STAT1 signaling activators, primary screen, cell-based, HTS, luciferase reporter | AID 932, 2007 | activation (% of control), % at 5.5 µM | NIH 3T3 STAT1-luciferase reporter, IFN-gamma, luminescence; 100% = IFN-gamma alone, no compound | 200,000 compounds, 2.6% hits;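 active means activation above the screen-wide mean activation plus 3 SD, cut at about 130% in these data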;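 further: raw ratio to IFN-gamma control signal so 100% means no change and 0% no light; values of inactives mirror those of a sister screen read the other way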
STAT1 blocker = STAT1 signaling inhibitors, primary screen, cell-based, HTS, luciferase reporter | NIH 3T3 STAT1-luciferase reporter, IFN-gamma, luminescence | inhibition, % at 5.5 µM | 200,000 compounds, 0.35% hits | AID 920, 2007;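 active means inhibition above a set limit, the mean inhibition across all tested compounds plus 3 SD, cut at about 34% in these data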;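 further: 0% = IFN-gamma with DMSO and 100% = IFN-gamma with 300 µM nifuroxazide; values of inactives mirror those of a sister screen read the other way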
NF-kB neuron act = activators of NF-kB expression in neurons, primary screen, cell-based, HTS. AID 1239, 2008. human neuronal cells, NF-kB reporter expression; hits give high values. fold change at 12.5 µM. 190,000 compounds, 1.6% hits; in the data active means fold change above about 3.3
FLuc inhib CS = firefly luciferase enzyme inhibitors, primary screen, artefact control for luciferase-based inhibitor screens, biochemical, luminescence, ATPLite; Luciferin 4-monooxygenase (Photinus pyralis), P08659; inhibition, % at 10 µM; 10 min; 200,000 compounds, 1.5% hits;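 active means inhibition above about 50% when tested at 10 µM, limit read from the data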
APP 5'UTR act = activators of APP 5'UTR luciferase reporter, primary screen, SH-SY5Y cells; SH-SY5Y APP 5'UTR luciferase reporter, luminescence; zero percent = DMSO vehicle wells; activation, % at 2 µM; 190,000 compounds, 1% hits; AID 1276, 2008;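 active means activation above a set limit, based on mean plus 3 SD of controls, cut at about 140% in these data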; further: values of inactives mirror those of a sister screen read the other way
STAT3 act = IL-6 driven STAT3 reporter potentiators, primary screen, U3A cells, luciferase, luminescence, MLSCN library. IL-6 STAT3-luciferase reporter; 100% = signal with IL-6 EC80 alone. activation (% of control), % at 5.6 µM. 190,000 compounds, 0.91% hits. AID 871, 2007;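 active means activation above the screen-wide mean of compound activation plus 3 SD, cut at about 130% in these data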;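 further: 0% = background luminescence of wells with medium and substrate only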
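Test system: human U3A cells carrying STAT3-luciferase construct; control set: IL-6-only wells as 100% reference; timing: compound pre-incubation 1 h before IL-6, then 6 h stimulation at 37 °C; also added: IL-6 stimulus at 33 ng/mL final; evaluation: % activation versus median of IL-6-stimulated wells; detection: reporter luminescence signal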
APP 5UTR inh = inhibitors of APP translation via 5'UTR reporter, primary screen, APP 5'UTR luciferase, SH-SY5Y cells | SH-SY5Y APP 5'UTR-luciferase reporter, luminescence | inhibition, % at 2 µM | 190,000 compounds, 0.82% hits;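 active means inhibition above a set limit, derived from the sample mean plus 3 SD, cut at about 45% in these data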; further: values of inactives mirror those of a sister screen read the other way
* marks the source's active call; other numbers are inactive results; . = not tested or not shown.

Compound	FLuc act counter	STAT3 inh	ROMK primary	STAT1 act	STAT1 blocker	NF-kB neuron act	FLuc inhib CS	APP 5'UTR act	STAT3 act	APP 5UTR inh
CC(C)Cn1c(N)c(C(=O)COC(=O)c2cc(C(F)(F)F)nc3ccccc23)c(=O)n(C)c1=O	1.1	-12	0.63	97	3	0.45	-6	10	108	-10
O=C(COC(=O)c1ccccc1-c1nc2ccccc2s1)NC1CCS(=O)(=O)C1 (configuration not stated)	1	-10	.	96	4	0.92	-2	-4	105	4
O=C(NC1CCCCC1)NC1CCN(S(=O)(=O)Cc2ccccc2)CC1	1.1	6	0.31	98	2	1.1	-5	3	98	-3
C[C@@H]1CN(c2nc3nonc3nc2N2CCSCC2)C[C@H](C)O1	1	-2	0.62	95	4	1.1	-1	-9	106	9
Fc1ccc(CN2CCCN(Cc3nc(-c4ccc5c(c4)OCO5)no3)CC2)cc1	1	0	-2	99	-1	1	0	1	102	-1
c1ccc2c(c1)nc(N1CCOCC1)c1nncn12	1	11	2.5	90	11	1.1	-4	-4	95	4
COC(=O)c1cn(C(=O)c2ccc(C)c(C)c2)c2ccccc12	1.1	2	1.1	111	-12	1.2	-5	-9	102	10
CCOC(=O)C1=C(C)OC(N)=C(C#N)C1c1cc2ccccc2nc1N1CCCCC1 (configuration not stated)	1.1	2	-0.4	93	7	1	-11	4	104	-4
N/C(=N\OC(=O)C(c1ccccc1)c1ccccc1)c1ccccn1	1.1	-4	0.46	105	-2	1.6	-8	15	105	-15
S=c1[nH]nc(-c2ccccn2)n1/N=C/c1ccc(-c2ccccc2Cl)o1	1.1	-9	0.33	102	-2	1.1	-7	12	107	-12
COC(=O)c1ccc2ccn(CC(=O)NC3CCCCC3)c2c1	1.1	8	.	97	3	1.2	-8	16	96	-16
Nc1nc(Br)c2c(F)cccc2c1-c1ccc(Cl)cc1	1.1	28	.	104	-5	1	-6	15	82	-15
N#Cc1cc(-c2ccccc2)nnc1Sc1ccc(F)cc1	1	0	0.44	109	-10	1	-4	1	106	-2
Cc1ccc(CCCOC(=O)C[N+]2(C)CCOCC2)cc1	1	4	.	108	-9	1.1	-3	-1	100	1
COc1ccc(C(=O)NCc2nnc(SCC(=O)c3ccccc3)n2C)cc1	1	-1	-0.44	104	-8	1.1	-2	-10	105	10
CCOC(=O)c1nc2cc3n(c(C)c-2c1C)C(C)C(C)=C3C (configuration not stated)	1	28	.	99	1	1.2	-5	10	78	-10
COc1cccc(NC(=O)C(=O)NCCCn2ccnc2)c1	1	-5	-0.15	114	-15	1.3	2	14	110	-14
COc1ccc(/C=N/NC(=O)c2cccc(C(F)(F)F)c2)cc1	0.9	11	2.3	105	-8	0.86	9	16	100	-16
CC(OC(=O)c1cccnc1SCc1cc(=O)n2ccccc2n1)c1ccccn1 (configuration not stated)	1	-69	-1.5	107	-7	0.96	-2	4	153*	-4
COC(=O)c1cccc(COC(=O)c2cccnc2SC)c1	1.1	0	.	113	-14	3.5*	-6	19	103	-19

2 entries picked at random from those above, as already listed:
Compound	FLuc act counter	STAT3 inh	ROMK primary	STAT1 act	STAT1 blocker	NF-kB neuron act	FLuc inhib CS	APP 5'UTR act	STAT3 act	APP 5UTR inh
CC(C)Cn1c(N)c(C(=O)COC(=O)c2cc(C(F)(F)F)nc3ccccc23)c(=O)n(C)c1=O	1.1	-12	0.63	97	3	0.45	-6	10	108	-10
CCOC(=O)c1nc2cc3n(c(C)c-2c1C)C(C)C(C)=C3C (configuration not stated)	1	28	.	99	1	1.2	-5	10	78	-10

New compounds follow:
Compound	FLuc act counter	STAT3 inh	ROMK primary	STAT1 act	STAT1 blocker	NF-kB neuron act	FLuc inhib CS	APP 5'UTR act	STAT3 act	APP 5UTR inh
CCOc1ccc(N(CC(=O)NC(C(C)C)C(C)C)S(=O)(=O)c2ccc(OC)c(OC)c2)cc1	1	8	0.96	95	4	1.1	-4	-17	100	17
O=C(c1ccc(OC2CCN(Cc3ccccn3)CC2)cc1)N1CCCC(O)C1 (configuration not stated)	1.1	11	-0.25	99	0	1.1	-9	-18	101	18
Cc1ccccc1Nc1nc(NCc2ccco2)c2ccccc2n1	1	25	-0.16	97	1	0.9	-1	6	83	-6
O=C(Nc1cccc(Cl)c1)c1cc([N+](=O)[O-])ccc1N1CCN(CCO)CC1	1	-10	-1.2	101	-3	1	-4	-1	109	1
COc1ccc(S(=O)(=O)NCC(c2cccnc2)N2CCN(c3ccccc3OC)CC2)cc1C (configuration not stated)	1.1	-1	-1.2	106	-7	1	-7	3	103	-3
COc1ccc(-c2nnc(CSc3nc4ccccc4c(=O)n3C)o2)cc1OC	1	10	-1.3	100	0	0.94	0	-14	95	14
O=C(NCc1ccccc1)C1CCCN1S(=O)(=O)c1cccc2cccnc12 (configuration not stated)	1	-26	.	99	1	1.1	1	1	126	-1
Cc1cccc(N2CCN(C(=O)Cc3ccc(-n4c(=O)[nH]c5ccsc5c4=O)cc3)CC2C)c1 (configuration not stated)	1.1	0	.	98	2	0.86	-7	8	100	-8
COc1ccc(OC)c(CN2CCCC(C(=O)c3ccccc3SC)C2)c1 (configuration not stated)	1	-1	.	94	5	.	-1	10	105	-10
Cc1c(C(=O)N2CCN(c3ncccn3)CC2)sc2nc3n(c(=O)c12)CCCC3	1	-6	0.56	99	2	0.93	-3	-10	105	10
CN1CCN(c2ccccc2NC(=O)Cc2ccc(Cl)cc2)CC1	1.1	-11	0.9	93	6	1	-6	-11	109	11
O=C(Nc1cc(C(=O)N2CCCC2)ccc1N1CCCC1)c1ccccc1	1	13	-0.14	84	17	0.68	-2	7	92	-7
CCOC(=O)c1c(C)nc(C)c(C(=O)OCC)c1-c1ccc(OC)cc1	1.1	13	.	87	14	1	-8	4	97	-4
CC(C)CNC(=O)c1ccc(COc2ccc(Cl)cc2Cl)o1	1.1	-9	.	100	0	0.98	-6	-6	111	6
Clc1ccc(-c2nnc(SCc3nc4ccccc4s3)o2)cc1	1	-14	.	122	-24	1.2	1	33	115	-33
COc1c(C)cc(C(=O)C2CCCN(C(=O)/C=C/c3ccccn3)C2)cc1C (configuration not stated)	1.1	2	-0.28	111	-14	1.4	-6	4	102	-4
Cc1cc(N2CCCC2=O)ccc1S(=O)(=O)Nc1c(C)nn(C)c1C	1	15	-0.65	82	18	0.72	1	-4	89	4
CN(Cc1ccccc1)CC(O)COc1ccc(CNCCc2cccnc2)cc1 (configuration not stated)	1	6	0.47	102	-3	0.85	-3	7	105	-7
O=C(NC(N1CCOCC1)C(Cl)(Cl)Cl)c1ccco1 (configuration not stated)	1	5	1.7	100	-1	1	-2	13	99	-14
CC(=O)[C@H]1[C@H](C#N)C[C@H]2[C@@H]3CC=C4C[C@@H](O)CC[C@]4(C)[C@H]3CC[C@@]21C	1	2	-1.1	100	0	1.1	-4	8	101	-8

Six of the entries above in order of the FLuc inhib CS value, largest number first:
SMILES	ROMK primary	STAT1 act	STAT1 blocker	NF-kB neuron act	FLuc inhib CS	APP 5'UTR act	STAT3 act	APP 5UTR inh
COc1ccc(/C=N/NC(=O)c2cccc(C(F)(F)F)c2)cc1	2.3	105	-8	0.86	9	16	100	-16
O=C(NCc1ccccc1)C1CCCN1S(=O)(=O)c1cccc2cccnc12 (configuration not stated)	.	99	1	1.1	1	1	126	-1
Fc1ccc(CN2CCCN(Cc3nc(-c4ccc5c(c4)OCO5)no3)CC2)cc1	-2	99	-1	1	0	1	102	-1
O=C(Nc1cc(C(=O)N2CCCC2)ccc1N1CCCC1)c1ccccc1	-0.14	84	17	0.68	-2	7	92	-7
CN(Cc1ccccc1)CC(O)COc1ccc(CNCCc2cccnc2)cc1 (configuration not stated)	0.47	102	-3	0.85	-3	7	105	-7
O=C(c1ccc(OC2CCN(Cc3ccccn3)CC2)cc1)N1CCCC(O)C1 (configuration not stated)	-0.25	99	0	1.1	-9	-18	101	18

(further entries)
Compound	FLuc act counter	STAT3 inh	ROMK primary	STAT1 act	STAT1 blocker	NF-kB neuron act	FLuc inhib CS	APP 5'UTR act	STAT3 act	APP 5UTR inh
COc1cccc(N2CC(O)Cn3c2nc2c3c(=O)n(CCCc3ccccc3)c(=O)n2C)c1 (configuration not stated)	1	10	0.41	106	-7	0.53	-2	11	93	-11
COc1ccccc1N(CC(=O)NC1CCCCC1)C(=O)c1csnn1	1	-5	.	102	-2	1	0	-15	108	15
CCOc1ncccc1C(=O)OCC(=O)N1CC(=O)Nc2ccccc21	1	4	.	93	7	1.1	3	-1	101	0
C=CCN1C(=O)c2oc3ccccc3c(=O)c2C1c1ccc(O)c(OC)c1 (configuration not stated)	1	3	.	98	2	1.3	-5	1	101	-1
Nc1c(-c2ccccc2)cnc2cc(-c3ccccc3)nn12	0.1	34	-0.33	158*	-65	4.8*	86*	290*	77	-290
COc1ccccc1NS(=O)(=O)c1ccccc1C#N	1	6	.	90	11	1.1	0	-2	98	2
CCOC(=O)N1CCC(NC(=O)c2cc(C(=O)NCc3ccc(F)cc3)ccc2CO)CC1	1	9	.	89	12	1	-3	-2	96	2
CCn1c(CSc2nc3ccccc3s2)n[nH]c1=S	0.9	2	.	101	-1	1.2	8	-2	102	2
Cc1ccc(OCC(=O)NCCC2=CCCCC2)cc1	1	-6	-0.62	103	-3	1.1	0	9	106	-9
CCC(C(=O)Nc1cc(Cl)c(OC)cc1OC)c1ccccc1 (configuration not stated)	1.1	-1	0.091	96	1	1.2	-9	0	105	0
[N-]=[N+]=NC1C[C@H](n2ccc(=O)[nH]c2=O)O[C@@H]1CO (some centres not stated)	1	3	.	102	-2	1.5	-3	6	100	-6
Cc1[nH]nc2c1C(c1ccc(-c3ccc(Cl)cc3)o1)C(C#N)=C(N)O2 (configuration not stated)	1	8	0.024	113	-14	0.68	-3	6	101	-6

Rows were taken by chance; any-hit rate near 7.1%.
